CHX counter: counter-screen for Shiga toxin inhibitors: cycloheximide protein synthesis inhibition | cell reporter, cycloheximide protein synthesis inhibition counterscreen | max response, % | 300,000 compounds, 12% hits; in the data active = max response mostly above about 13%, no sharp cut-off; inactive = mostly below about 14%; note: read at 38.3 µM for the half of the compounds with a filed dose; 0% is about no effect
Pf growth 96h: P. falciparum growth inhibition at 96 hours. P. falciparum luciferase reporter growth, 96 h. Potency, µM (series often up to 28.7 µM), for the others: top-dose activity change, negative = inhibition, most hits filed as inhibitors. 320,000 compounds, 6.9% hits. AID 504834; note: potency is the fitted concentration of half-maximal effect; % is set by controls: 0 for no effect and ±100 for the full control effect
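96 h incubation, 37 C, 5% CO2, of luciferase-reporter P. falciparum-infected RBCs (2% hematocrit, 0.05% parasitemia final) with test compounds; endpoint luminescence.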
Pf growth 48h: inhibits P. falciparum growth in the first generation, 48 h; P. falciparum luciferase growth in erythrocytes, 48 h; Potency, µM (highest dose often 28.7 µM), inactives show top-dose activity change, negative = inhibition, usual class: inhibitors; 310,000 compounds, 5.9% hits; AID 504832; note: potency is the fitted concentration of half-maximal effect; % is set by controls: 0 for no effect and ±100 for the full control effect
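Firefly luciferase activity from engineered P. falciparum reports growth; inhibitors lower the luminescent signal. Cultures contained 2% hematocrit erythrocytes at 0.1% final parasitemia.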
Sm TGR block: blocks Schistosoma mansoni thioredoxin glutathione reductase. Potency, µM (top dose mostly 114 µM), for inactives: at the highest dose activity change, negative = inhibition, actives largely listed as inhibitors. Q962Y6. 360,000 compounds, 3% hits. purified TGR, DTNB reduction, TNB absorbance 405 nm; note: potency is the fitted concentration of half-maximal effect; % is set by controls: 0 for no effect and ±100 for the full control effect; nearly all actives have a fitted effect of over 60% in size
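Kinetic colorimetric format: TGR-catalysed, NADPH-driven DTNB reduction monitored via TNB absorbance. Enzyme dispensed at 20 nM; compound exposure 15 min at room temperature before reaction start.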
Giardia FBPA inh: inhibitors of Giardia lamblia fructose-1,6-bisphosphate aldolase | A8B2U2 | purified Giardia FBPA | Potency, µM (titrated, usually from 59.6 µM), for inactives: top-dose activity, negative = inhibition, hits mostly inhibitors | 290,000 compounds, 0.71% hits; note: potency is the fitted concentration of half-maximal effect; % is set by controls: 0 for no effect and ±100 for the full control effect; nearly all actives have a fitted effect of over 55% in size
Target sequence (A8B2U2 whole entry, looked up): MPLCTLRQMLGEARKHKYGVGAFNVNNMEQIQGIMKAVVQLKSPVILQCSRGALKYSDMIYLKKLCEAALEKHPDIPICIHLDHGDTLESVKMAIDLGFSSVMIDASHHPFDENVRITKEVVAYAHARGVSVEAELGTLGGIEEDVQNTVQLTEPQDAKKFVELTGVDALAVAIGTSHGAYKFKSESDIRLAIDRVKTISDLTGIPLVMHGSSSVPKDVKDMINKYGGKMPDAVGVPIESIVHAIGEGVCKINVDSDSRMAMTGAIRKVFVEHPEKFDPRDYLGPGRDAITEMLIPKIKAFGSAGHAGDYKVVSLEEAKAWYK
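Giardia FBPA (40 nM reagent) was preincubated 10 min at RT with compound (up to 57.5 uM final), then substrate plus GAPDH/TPI/NAD/arsenate coupling system with diaphorase/resazurin was added; resorufin fluorescence (525/598 nm) was read after 20 min.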
Shiga toxin inh: blocks Shiga toxin action in Vero cells; Vero cells, Shiga toxin protein synthesis inhibition reporter; inhibition, % at 38.7 µM; 290,000 compounds, 9.2% hits; in the data active = inhibition mostly above about 28%, no sharp cut-off; inactive = mostly below about 43%; note: 0% is about no effect
* = called active by the depositor; ? = inconclusive; nt = no result given; [ ] = dose if it differs, or a comment. Unless noted, calls come from the whole dose curve; as a rule, active = well fitted curve in the direction sought with a large enough effect; inconclusive = small, poorly fitted or top-dose-only effect, or another doubt; inactive = no such curve, though single readings can be large; an effect the other way counts as inactive or inconclusive.

Letter code – A = CHX counter; B = Pf growth 96h; C = Pf growth 48h; D = Sm TGR block; E = Giardia FBPA inh; F = Shiga toxin inh
Oc1ccccc1/C=N/Nc1ccnc(SCc2ccccc2)n1
  A = 24*; B = 1.9µM*; C = 10µM*; D = 1%; E = -1%; F = 30

Cc1ccc(N(C(=O)Cn2nnc(-c3ccc(F)cc3)n2)C(CC(C)C)C(=O)NCC2CCCO2)cc1 (stereo not drawn)
  A = -2; B = ?; C = 13µM*; D = -24%; E = -6%; F = -7

CCC(C)NC(=O)CN1C(=O)CC(C)(C)S(=O)(=O)c2ccccc21 (stereo not drawn)
  A = -6; B = -7%; C = nt; D = 2%; E = 1%; F = -15

Cc1cc(NC(=S)Nc2cccc3ccccc23)n[nH]1
  A = 28*; B = ?; C = 55%[activator]; D = ?; E = -26%; F = 70*

COc1ccc(NC(=O)CN(C)C(=O)c2cc(CN3C(=O)c4ccccc4C3=O)ccc2OC)cc1
  A = nt; B = -7%; C = -8%; D = 6%; E = nt; F = nt

CC1Cc2cc(/C(O)=C3\C(=O)C(=O)N(CCN4CCOCC4)C3c3ccccc3F)ccc2O1 (stereo not drawn)
  A = 21; B = 3%; C = ?; D = -27%; E = 26%; F = 23

COc1ccccc1C1C(C(N)=O)=C(C)Nc2nc(CCCO)nn21 (stereo not drawn)
  A = -6; B = 9%; C = ?; D = 4%; E = -8%; F = -12

CCOc1cc(NC(=S)NCCCN2CCOCC2)c(OCC)cc1NC(=O)c1ccccc1C
  A = 1; B = -24%; C = -10%; D = nt; E = -29%; F = 5

CC(=O)c1c(N2CCCC2)[nH]c(-c2ccccc2)nc1=S
  A = 1; B = ?; C = nt; D = 9%; E = 22%; F = -6

Cn1c(SCC(=O)Nc2ccc(F)cc2)nnc1C1CC1
  A = 15; B = 5%; C = 11%; D = 2%; E = -3%; F = -13

O=[N+]([O-])c1ccc2c(c1)C=C1CCCCC1(N1CCCCC1)O2 (stereo not drawn)
  A = -3; B = ?; C = 4%; D = -3%; E = -1%; F = -10

CC1CCCCC1N1CCN(C(=O)c2cccc(F)c2)CC1 (stereo not drawn)
  A = 6; B = nt; C = 4%; D = -3%; E = 1%; F = -5

NC(=O)C1=C[C@H](c2csc3ccccc23)C[C@H](OCc2ccc(CO)cc2)O1
  A = 20*; B = ?; C = ?; D = -3%; E = 20%; F = 24

Cc1cc(C(=O)NNC(=O)c2cccc(Cl)c2)no1
  A = 7; B = 41%[activator]; C = 34%[activator]; D = 18%; E = -4%; F = -5

C(=C\CSc1nnnn1-c1ccccc1)/CSc1nnnn1-c1ccccc1
  A = -7; B = ?; C = ?; D = -25%; E = -5%; F = -7

O=C(Oc1ccc(-c2cn3c(n2)SCC3)cc1)c1ccccc1
  A = 12*; B = nt; C = -16%; D = -8%; E = 3%; F = 11

CCc1ccccc1OCCCCN1CCCCC1
  A = -1; B = 0%; C = ?; D = 2%; E = ?; F = -12

CN(c1ccccc1)S(=O)(=O)c1cccc(NS(=O)(=O)c2cccc(C(=O)O)c2)c1
  A = nt; B = -24%; C = 3%; D = -7%; E = nt; F = nt

O=C(O)c1cc2ccccc2oc1=O
  A = 43*; B = 27%; C = 19%; D = 5%; E = 13%; F = 58*

Cc1cc(O)ccc1C1(c2ccc(O)cc2C)OC(=O)c2ccccc21
  A = -4; B = 36%[activator]; C = 7%; D = ?; E = 25%; F = -11

Cc1nc2nc(CC(=O)O)[nH]n2c(=O)c1[N+](=O)[O-]
  A = -2; B = 24%; C = 4%; D = -12%; E = ?; F = 5

CCc1ccccc1S(=O)(=O)Cc1ccc(C(=O)NCc2ccc3c(c2)OCO3)o1
  A = -4; B = ?; C = nt; D = -24%; E = 0%; F = -14

Cc1sc(NC(=S)NC(=O)C(C)(C)C)c(C(N)=O)c1C
  A = 24; B = 82%[activator]; C = 65%[activator]; D = -23%; E = nt; F = 61

CCC(C)(C)C1CCC(NC(=O)N2CCN(c3ccccc3O)CC2)CC1 (stereo not drawn)
  A = 8; B = -19%; C = ?; D = 103%[activator]; E = 13%; F = 2

CC(=O)c1cccc(NC(=O)CSc2nc(=O)n(Cc3ccccn3)c3c2CCC3)c1
  A = nt; B = -25%; C = ?; D = 8%; E = nt; F = nt

Molecules shown so far with a thiophene ring, fused or not:
Letter code – A = CHX counter; B = Pf growth 96h; C = Pf growth 48h; D = Sm TGR block; E = Giardia FBPA inh; F = Shiga toxin inh
NC(=O)C1=C[C@H](c2csc3ccccc23)C[C@H](OCc2ccc(CO)cc2)O1
  A = 20*; B = ?; C = ?; D = -3%; E = 20%; F = 24

Cc1sc(NC(=S)NC(=O)C(C)(C)C)c(C(N)=O)c1C
  A = 24; B = 82%[activator]; C = 65%[activator]; D = -23%; E = nt; F = 61

Following part.
Letter code – A = CHX counter; B = Pf growth 96h; C = Pf growth 48h; D = Sm TGR block; E = Giardia FBPA inh; F = Shiga toxin inh
CCNc1nc(NC(C)C)nc(SCCOc2ccc(C)cc2)n1
  A = 10; B = ?; C = -21%; D = 10%; E = -1%; F = 16

COCCN(C(=O)CCSc1ccc(F)cc1)c1c(N)n(Cc2ccccc2)c(=O)[nH]c1=O
  A = nt; B = 13µM*; C = ?; D = 2%; E = nt; F = nt

O=C(COC(=O)/C=C/c1ccc(Cl)cc1Cl)NCCC1=CCCCC1
  A = -5; B = 35%[activator]; C = 11%; D = -1%; E = 2%; F = -7

COc1ccc(NC2=CC(=O)CC(c3ccccc3)C2)c(OC)c1 (stereo not drawn)
  A = 37*; B = ?; C = ?; D = 3%; E = -6%; F = 28

Cc1ccc(NC(=O)c2c(Cl)nc3ccccn23)cc1
  A = 37*; B = 355%; C = 470%[activator]; D = 3%; E = 3%; F = 114*

COc1ccc(OCC(=O)Nc2ccc(NC(=O)c3ccccc3Cl)c(OC)c2)cc1
  A = -4; B = -7%; C = -12%; D = -3%; E = nt; F = -23

O=C(CSc1nncs1)Nc1ccc(Cl)cc1C(F)(F)F
  A = nt; B = 9%; C = 3%; D = 5%; E = nt; F = nt

CN(C(=O)C1CCC(=O)N(CCCN2CCCC2=O)C1)C(C1CC1)C1CC1 (stereo not drawn)
  A = 3; B = 37%[activator]; C = 9%; D = -1%; E = 7%; F = 2

CCC(C(=O)OCC(=O)Nc1ccc(C(=O)Nc2ccc(OC)cc2)cc1)c1ccccc1 (stereo not drawn)
  A = 11; B = 23%; C = 22%; D = 0%; E = -2%; F = 5

CCOc1cc(/C=N/Nc2nc(C)cc(=O)[nH]2)ccc1O
  A = -2; B = 7%; C = ?; D = -8%; E = -12%; F = -6

O=C(CNc1cc(S(=O)(=O)N2CCCC2)ccc1OCC(F)(F)F)Nc1cc(Cl)cc(Cl)c1
  A = -1; B = 2%; C = 6%; D = 2%; E = 1%; F = -7

CN(Cc1ccccc1)c1ccc(N2C(=O)CCC2=O)cc1[N+](=O)[O-]
  A = 14; B = -28%; C = 16%; D = -7%; E = -5%; F = -4

Cc1ccc(CCC(=O)Nc2ncc(Cc3cccc(Cl)c3Cl)s2)o1
  A = -4; B = 14%; C = -12%; D = 11%; E = 4%; F = -5

COc1ccc(C(C)=O)cc1CC(C(=O)c1ccc(F)cc1)N(C)C (stereo not drawn)
  A = 8; B = 10µM*; C = ?; D = 3%; E = 2%; F = 22

OCCC1CN(Cc2cccc3c2OCO3)CCN1C1CCCC1 (stereo not drawn)
  A = 0; B = ?; C = 32%; D = -2%[57.1 µM]; E = 7%; F = -15

CCCCN(CC)C(=O)Cn1cnc2ccc(S(=O)(=O)N3CCC(C)CC3)cc2c1=O
  A = -2; B = ?; C = ?; D = -8%; E = 6%; F = -1

O=C(CNC(=O)c1ccc(Cl)cc1Cl)OCc1ccccc1
  A = nt; B = 15%; C = -18%; D = 5%; E = nt; F = nt

CCN(Cc1ccccc1)C(=O)c1ccccc1C
  A = 1; B = 56%[activator]; C = -1%; D = 7%; E = 4%; F = -5

C[C@H](NC(=O)c1ccco1)C(=O)Nc1cccc([N+](=O)[O-])c1
  A = 3; B = 16%; C = 14%; D = 2%; E = 2%; F = -8

O=C(COc1coc(CN2CCc3ccccc32)cc1=O)Nc1ccccc1
  A = nt; B = 1%; C = ?; D = -13%; E = nt; F = nt

COCCN(Cc1cc2cc(C)ccc2nc1Cl)C(=O)Nc1ccccc1C
  A = -1; B = 43%[activator]; C = 11%; D = 8%; E = 2%; F = -11

O=C(Nc1cccc(Cl)c1)c1cc(-c2ccco2)on1
  A = 31*; B = 311%[activator]; C = 187%[activator]; D = 0%; E = -6%; F = 56*

CCCc1cc(C(=O)Nc2ccc(C(C)=O)cc2)no1
  A = 42*; B = ?; C = 93%[activator]; D = 2%; E = -4%; F = 82*

CCOC(=O)N1CCC(c2nc(C)sc2C(=O)O)CC1
  A = -4; B = -10%; C = 89%[activator]; D = 1%; E = 1%; F = 18

CC(=O)c1cccc(NC(=O)CN(C)S(=O)(=O)c2ccc3c(c2)CC(C)N3C(C)=O)c1 (stereo not drawn)
  A = -6; B = -15%; C = -7%; D = -26%; E = -2%; F = 11

CC1CCC(CN2CCN=C2Nc2ccccc2)CC1 (stereo not drawn)
  A = 1; B = 47%[activator]; C = 0%; D = -12%; E = ?; F = -4

Cc1cc2c(cc1C)C(=O)NC(C)(C)C2
  A = 16; B = 21%; C = 19%; D = 4%; E = 4%; F = -11

CCCN(CCC)C(=O)C1CCCN1S(=O)(=O)c1cccc2nsnc12 (stereo not drawn)
  A = 0; B = ?; C = 5%; D = 24%; E = -1%; F = -10

OCC(O)CN1CCCC1 (stereo not drawn)
  A = -1; B = 54%[activator]; C = 27%; D = 11%; E = -9%; F = 23

CCOC(=O)N1CCN(C(=O)Cn2nc(C)n3nc(-c4ccc(CC)cc4)cc3c2=O)CC1
  A = 7; B = 19%; C = -2%; D = 6%; E = nt; F = 1

CC(=O)NC1CC2CCCC(C1)N2CC(=O)N1CCCc2ccccc21 (stereo not drawn)
  A = -1; B = -28%; C = 6%; D = 5%; E = 0%; F = 15

COc1ccc(-n2c(C)cc(C(=O)CN3C(=O)c4ccccc4C3=O)c2C)cc1
  A = 20*; B = ?; C = 1%; D = 5%; E = -6%; F = 40

Cc1ccc(S(=O)(=O)NCC(=O)N(CC(=O)NC(C)(C)C)Cc2cccs2)cc1
  A = 0; B = nt; C = 12%; D = -3%; E = 3%; F = 23

O=C(Nc1ccc(F)cc1F)N1CCCN(CCOc2ccccc2)CC1
  A = -2; B = 6%; C = -2%; D = -1%; E = 4%; F = 25

Cc1cccc(N=C(NO)c2nonc2N)c1
  A = -5; B = -13%; C = 0%; D = -9%; E = -5%; F = -9

O=C(Nc1nnc(-c2cccs2)o1)c1ccco1
  A = -4; B = -5%; C = nt; D = -2%; E = -11%; F = -9

COc1cccc(COC(=O)c2ccc(S(=O)(=O)N3CCC(C)CC3)cc2)c1OC
  A = nt; B = ?; C = ?; D = 0%; E = nt; F = nt

Cc1ccc(C(=O)CS(C)(=O)=O)cc1
  A = 5; B = nt; C = 30%; D = 7%; E = 1%; F = -2

C=CCNC(=O)c1c(N)n(-c2cccc(S(N)(=O)=O)c2)c2nc3ccccc3nc12
  A = -1; B = -7%; C = -8%; D = -10%; E = -15%; F = -3

CCC(C)c1ccc(S(=O)(=O)N2CCN(C(C)C(=O)NC3CCCC3)CC2)cc1 (stereo not drawn)
  A = nt; B = ?; C = ?; D = 3%; E = nt; F = nt

Cc1ccccc1C(=O)Nc1ccc(Br)cn1
  A = 49*; B = 309%[activator]; C = 211%[activator]; D = -13%; E = -4%; F = 91*
